Tb MetRS inh = Trypanosoma brucei MetRS inhibition. purified T. brucei MetRS, ATP depletion, Kinase-Glo luminescence. inhibition, % at 11.9 µM. 360,000 compounds, 0.4% hits. AID 624268;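 active = inhibition above a per-plate cutoff of the control wells' mean inhibition plus 3 SD, cut at about 5.5% in these data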;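 note: 0% = DMSO wells median and 100% = median of wells with control inhibitor compound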
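Assay system: T. brucei methionyl-tRNA synthetase, purified | Medium: HEPES buffer with MgCl2, KCl, DTT, spermine, BSA, pyrophosphatase | Compound: 11.9 µM single point | Incubation: 15 min enzyme-compound preincubation, 2 h reaction, 10 min detection, 25 °C | Measured by: Kinase-Glo luciferase luminescence reporting remaining unconsumed ATP | Measure: % inhibition normalized to control-well medians | Replication: Singlicate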
Rpn11 block = Rpn11 (human) deubiquitinase inhibition; O00487; 360,000 compounds, 0.59% hits; human 26S proteasome, Ub4-pepOG fluorescence polarization; 20S core pre-blocked with epoxomicin; calls only at 20 µM;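 active = inhibition at 20 µM, scaled to each plate's controls, above about 33%, limit read from the data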
STEP block = inhibitors of human striatal-enriched phosphatase STEP. AID 588621. recombinant STEP, OMFP fluorogenic substrate, fluorescence. P54829. 360,000 compounds, 0.25% hits. inhibition, % at 20 µM;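 active = inhibition at 20 µM, scaled per plate between control wells, above about 37%, limit read from the data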;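 note: 0% = DMSO with enzyme and substrate and 100% = substrate only without enzyme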
Target sequence (P54829 whole entry, looked up): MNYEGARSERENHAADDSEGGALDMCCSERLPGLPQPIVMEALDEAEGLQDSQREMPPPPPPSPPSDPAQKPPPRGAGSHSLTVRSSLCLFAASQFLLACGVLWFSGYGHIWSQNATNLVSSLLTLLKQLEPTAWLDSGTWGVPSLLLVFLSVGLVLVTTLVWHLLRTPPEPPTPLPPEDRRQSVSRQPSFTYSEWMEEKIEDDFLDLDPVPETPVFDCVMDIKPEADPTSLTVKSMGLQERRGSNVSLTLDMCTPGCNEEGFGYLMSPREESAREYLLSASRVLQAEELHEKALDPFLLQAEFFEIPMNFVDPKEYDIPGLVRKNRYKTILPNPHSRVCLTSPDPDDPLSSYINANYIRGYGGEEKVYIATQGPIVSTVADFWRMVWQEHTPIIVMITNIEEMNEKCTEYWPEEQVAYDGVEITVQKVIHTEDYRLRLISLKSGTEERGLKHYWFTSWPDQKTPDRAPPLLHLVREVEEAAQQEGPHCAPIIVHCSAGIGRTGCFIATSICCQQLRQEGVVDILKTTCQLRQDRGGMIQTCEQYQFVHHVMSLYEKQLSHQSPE
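System: isolated STEP enzyme; schedule: 20 min enzyme reaction at room temperature, protected from light; medium: Bis-Tris buffer pH 6.0, 2.5 mM DTT, 0.005% Tween 20; signal: fluorescence, 480/540 nm; dosing: single compound dose of 20 µM, 1% DMSO final; also added: OMFP substrate, 25 µM final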
CSN inh = blocks human CSN-mediated cullin deneddylation. Q92905. Purified CSN, SCF-Nedd8-OG deneddylation, fluorescence polarization. inhibition, % at 12.5 µM. 360,000 compounds, 0.38% hits. AID 651999;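 active = pattern-corrected inhibition above about 35%, with an unprinted fluorescence ratio check between 0.5 and 1.5, limit read from the data, passing the limit was not always enough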;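 note: 0% = enzyme with substrate and 100% = substrate without enzyme; some results filed as inactive read as strong as hits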
Target sequence (Q92905 whole entry, looked up, one chain of several): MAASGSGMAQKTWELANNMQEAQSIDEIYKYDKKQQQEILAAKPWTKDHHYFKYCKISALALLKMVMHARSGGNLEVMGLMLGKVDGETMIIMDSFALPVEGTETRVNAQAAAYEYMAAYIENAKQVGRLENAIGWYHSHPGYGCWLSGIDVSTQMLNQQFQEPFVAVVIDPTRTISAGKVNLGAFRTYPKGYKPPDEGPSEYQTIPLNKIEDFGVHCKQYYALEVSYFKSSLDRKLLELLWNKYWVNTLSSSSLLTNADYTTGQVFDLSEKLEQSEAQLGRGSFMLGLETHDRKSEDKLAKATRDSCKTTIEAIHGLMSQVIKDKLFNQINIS
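Test system: purified human Csn5 enzyme expressed in HEK293T cells. Amount: 0.24 nM enzyme. Reagent: SCFSkp2-Nedd8OG substrate at 10 nM final. Schedule: 90 min incubation of compound, enzyme and substrate at room temperature. Detection: fluorescence polarization. Read-out: % inhibition of substrate cleavage by Csn5.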
LMPTP block = blocks human LMPTP phosphatase; P24666; recombinant LMPTP-A, OMFP fluorogenic substrate, fluorescence intensity; inhibition, % at 20 µM; 360,000 compounds, 0.22% hits; AID 651560;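 active = compounds that cut the enzyme signal by at least half of the control window in the single-dose screen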;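 note: plate controls were DMSO wells with enzyme plus substrate for no effect and substrate without enzyme for full effect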
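Test system: LMPTP-A phosphatase enzyme. Amount: LMPTP-A at 0.625 nM final in the reaction. Reagent: OMFP substrate, 400 µM final. Times: 50 min at room temperature. Signal: endpoint fluorescence intensity from OMFP dephosphorylation. Read-out basis: % inhibition. Benchmarks: no-enzyme and uninhibited controls.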
DNMT1 block = inhibitors of human DNMT1; AID 588458; 360,000 compounds, 0.83% hits; inhibition (reported as % activation of signal), % at 10 µM; P26358; DNMT1 molecular beacon, Hinp1I cleavage, fluorescence; in the data active = inhibition above about 50%
NadD block = inhibitors of Staphylococcus aureus NadD. inhibition, % at 20 µM. 360,000 compounds, 0.78% hits. AID 602399. purified NadD enzyme, colorimetric absorbance read-out; in the data active = inhibition above about 26%; note: some compounds past the cut are filed as inactive
Scp-1 inhibitor = blocks human Scp-1 phosphatase activity; Q9GZU7; Recombinant Scp1, phosphopeptide, malachite green phosphate absorbance; inhibition, % at 20 µM; 340,000 compounds, 0.88% hits;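 active = inhibition above about 50% at 20 µM, limit read from the data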;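 note: plate controls were DMSO wells with enzyme for no effect and wells lacking enzyme for full effect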
Target sequence (Q9GZU7 76-261 limits assumed): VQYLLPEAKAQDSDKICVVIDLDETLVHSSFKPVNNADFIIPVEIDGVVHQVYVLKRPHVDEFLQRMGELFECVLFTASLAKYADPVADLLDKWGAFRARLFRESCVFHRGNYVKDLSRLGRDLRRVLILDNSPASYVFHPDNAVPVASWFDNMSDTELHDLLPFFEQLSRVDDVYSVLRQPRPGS
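assay system = SCP-1 phosphatase catalytic domain, residues 76-261 | buffer or medium = 50 mM Tris acetate pH 5.5, 0.005% Tween-20, 10 mM MgCl2 | incubation = enzyme reaction 45 min at room temperature, colour 5 min, stabilisation 30 min | signal = Phosphate-binding colour reagent, absorbance read at 630 nm | measure = % inhibition at 20 µM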
SUMO1 PPI mod = SUMO1-SIM interaction modulation; P63165; SUMO1 binding to a labelled peptide, TR-FRET, 1 h; inhibition, % at 20 µM; 360,000 compounds, 0.33% hits; AID 602429; in the data active = inhibition above about 37%
MsrA inhibitor = inhibits bovine methionine sulfoxide reductase A; 360,000 compounds, 0.75% hits; purified bovine MsrA, absorbance read-out; AID 651718; inhibition, % at 15.5 µM; in the data active = inhibition above about 4.5%;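 note: 0% = vehicle wells with enzyme and 100% = reference inhibitor wells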
Active calls of the source: *; i = inactive; / = not tested or not shown.

SMILES	Tb MetRS inh	Rpn11 block	STEP block	CSN inh	LMPTP block	DNMT1 block	NadD block	Scp-1 inhibitor	SUMO1 PPI mod	MsrA inhibitor
Cc1ccccc1NC(=O)c1cccc(C(=O)Nc2ccccc2C)c1	-0.8	i	2	3	-0.1	1	6	-4	5	1.1
Cc1cccn2c(=O)c3cc(S(=O)(=O)c4ccccc4)c(=N)n(Cc4cccnc4)c3nc12	0.0	i	4	7	11	-3	17	4	-8	1.8
COc1cc(C2C3=C(CC(C)(C)CC3=O)N(C)C3=C2C(=O)CC(C)(C)C3)cc(Br)c1O	0.3	i	1	2	2.2	-21	14	-10	-8	-0.6
CCO[C@@H]1OC(C(=O)N2CCCCCCC2)=C[C@H](c2ccc3c(c2)OCO3)[C@H]1CCCO	-0.1	i	1	-3	-0.3	-4	-2	-4	-3	-0.3
CSC1=NSC2=NC(=O)/C(=C\c3coc4ccccc4c3=O)C(=N)N12	-0.4	i	-83	55	-0.1	-1	-1	-4	7	1.7
Nc1nc(COc2ccc(F)cc2Cl)nc(N2CCCCC2)n1	-0.5	i	-4	-1	0.4	-2	-9	-7	0	1.2
CCOC(=O)c1cc(-c2cccc(C(F)(F)F)c2)nc2nc(SC)[nH]c(=O)c12	-0.1	i	5	-1	-0.8	-1	3	-6	3	0.6
COC(C[C@@H]1O[C@H]1[C@@H](O)[C@@H](C)OCc1ccccc1)OC	-0.4	i	1	-1	-2.7	-2	-2	-2	2	-1.4
CCOc1ccccc1NC(=O)Cn1cnc2c(nnn2-c2cccc(OC)c2)c1=O	-0.3	i	8	8	0.2	3	-5	71*	22	0.3
CC(C)N(CCCNC(=O)C1CCN(S(=O)(=O)N2CCOCC2)CC1)Cc1ccccc1	-1.0	i	1	-1	-1.3	1	-1	-2	-2	-0.4
Cc1cc(-c2ccccc2)n(-c2cc(N/N=C/c3ccccc3O)ncn2)n1	0.7	i	1	-2	2.1	-5	19	-5	1	0.4
CCOC(=O)N1C2=NC(C(=O)OC)=C(C(=O)OC)[C@@H]3N(C)c4ccccc4[C@]23C[C@H]1C(=O)OC	-0.1	i	-1	-4	-0.3	8	7	3	9	0.8
O=C(CSc1nnc(-c2ccccn2)o1)Nc1ccccc1	-2.2	i	0	-3	0.8	3	-2	5	1	-0.1
Cc1cc(C)n2c(SCC(=O)Nc3cc(S(=O)(=O)N(C)C)ccc3C)nnc2n1	-0.1	i	0	0	-1.9	-2	4	7	0	0.0
COC(=O)c1nc2cc(C)ccn2c1F	-0.3	i	-2	0	-1.5	1	-3	0	-1	0.7
CN(CC(=O)Nc1c(Cl)cccc1Cl)C(=O)c1cccc(S(=O)(=O)NCc2ccccc2)c1	0.3	i	0	0	0.2	1	-1	-6	3	-1.3
COc1ccccc1NC(=O)CN(Cc1ccccc1)S(C)(=O)=O	-1.5	i	3	-1	-0.2	7	-1	5	2	0.5
CC(=O)N1CCc2cc(S(=O)(=O)NCCC(=O)Nc3cccc(C)c3)ccc21	-0.7	i	1	-1	-1.4	-2	-1	9	-1	-1.3
Cc1cccn2c(=O)c3cc(C(=O)NCCN4CCOCC4)c(=N)n(CCc4ccccc4)c3nc12	-1.7	i	-1	1	11	4	2	-2	-17	0.1
CN1CCC(NC(=O)c2cc(-c3cccc(Br)c3)nc3ccccc23)CC1	-0.1	i	2	0	-0.8	-1	-7	-8	-17	0.3
OCC[C@@H]1C[C@H](O)[C@@H](O)[C@]2(OCc3cc(Cl)ccc32)O1	-0.9	i	-2	3	-2.3	2	-8	/	-1	-0.3
Cc1ccc(N2C(=O)[C@@H]3C(c4cccnc4)=NO[C@@H]3C2=O)c(C)c1	-0.8	i	0	6	-0.7	0	3	-8	-2	-0.4
Cn1nccc1C(=O)NC1CCN(Cc2ccccc2)CC1	-0.1	i	-1	5	-0.9	1	1	-2	-4	-0.2
CCOc1cccc(C2C(C(=O)c3cccs3)=C(O)C(=O)N2Cc2cccnc2)c1 (configuration not stated)	-1.3	i	4	10	-0.7	-1	9	1	-4	1.5
CCOC(=O)N1CCN(c2c(NCCc3ccccc3)c(=O)c2=O)CC1	-0.6	i	-1	8	-1.7	0	-4	-7	-1	0.4

3 consecutive compounds already listed, quoted:
SMILES	Tb MetRS inh	Rpn11 block	STEP block	CSN inh	LMPTP block	DNMT1 block	NadD block	Scp-1 inhibitor	SUMO1 PPI mod	MsrA inhibitor
Cc1ccccc1NC(=O)c1cccc(C(=O)Nc2ccccc2C)c1	-0.8	i	2	3	-0.1	1	6	-4	5	1.1
Cc1cccn2c(=O)c3cc(S(=O)(=O)c4ccccc4)c(=N)n(Cc4cccnc4)c3nc12	0.0	i	4	7	11	-3	17	4	-8	1.8
COc1cc(C2C3=C(CC(C)(C)CC3=O)N(C)C3=C2C(=O)CC(C)(C)C3)cc(Br)c1O	0.3	i	1	2	2.2	-21	14	-10	-8	-0.6

Next section.
SMILES	Tb MetRS inh	Rpn11 block	STEP block	CSN inh	LMPTP block	DNMT1 block	NadD block	Scp-1 inhibitor	SUMO1 PPI mod	MsrA inhibitor
Cn1cccc1C(=O)OCC(=O)NCc1cccs1	0.5	i	0	3	-1.1	-5	1	-3	2	0.0
O=c1c2ccccc2cnn1-c1ccc(Br)cc1	-0.8	i	-2	3	0.6	1	0	-10	1	-0.1
CCC(=O)c1cc(Br)ccc1OCC(=O)N1CCN(S(=O)(=O)c2ccccc2)CC1	-0.3	i	-2	-3	0.3	-6	-5	-9	4	1.1
CCN(CC)c1ncnc2sc(C(=O)N3CCN(c4ccc(OC)cc4)CC3)c(C)c12	-0.9	i	7	3	-2.5	-1	-7	-1	-1	/
CCCCNC(=O)c1onc(CSc2cccc(F)c2)c1C(=O)O	-0.1	i	-2	-3	-0.1	1	-2	-3	6	0.0
Cc1nnc(N2C(=O)C(=O)/C(=C(/O)c3ccc4c(c3)OCCO4)C2c2ccc([N+](=O)[O-])cc2)s1 (configuration not stated)	-0.4	i	9	4	7.9	-9	10	/	-19	1.7
O=C(NC(=S)Nc1ccc2c(c1)OCCO2)c1ccccc1F	0.2	i	-4	1	-0.3	-1	-9	-5	-3	0.4
Cc1ccc(-c2ccc(C3C(C#N)=C(N)Oc4n[nH]c(C)c43)o2)cc1 (configuration not stated)	-0.3	i	-7	1	1.1	-22	7	3	-12	1.3
CCCN(C(=O)Cn1nc(C)c([N+](=O)[O-])c1C)c1c(N)n(Cc2ccccc2)c(=O)[nH]c1=O	-0.6	i	-3	5	-1.2	-1	-1	3	-5	-0.1
COc1ccc(C2N(C(=O)N(C)C)CCN2S(=O)(=O)c2ccc(OC)cc2)cc1 (configuration not stated)	-0.7	i	2	2	-2.2	-1	-4	-3	0	-1.3
CCN(CC(=O)Nc1ccc2c(c1)OCCO2)C(=O)/C=C/c1cccc(Br)c1	-0.3	i	2	-5	0.6	-1	-8	-9	-9	-0.7
O=C(CCC(=O)N(CC(=O)NC1CCCCC1)CC1CCCO1)Nc1nccs1 (configuration not stated)	0.4	i	3	-3	-1.3	2	1	4	-1	2.4
COc1ccc(OC)c(/C=N/N=C(\N)c2nonc2N)c1	0.3	i	0	0	0.4	-3	1	-14	-10	1.7
O=C(Nc1ccc2nn(-c3ccccc3)nc2c1)c1ccc2c(c1)OCO2	-0.4	i	6	24	35	46	3	31	0	1.4
C=CCOc1ccc(/C=C2\SC(=Nc3cccnc3)NC2=O)cc1	0.0	/	11	34	17	6	-7	4	-3	-0.8
O=C(O)c1ccc2c(=O)n3cc(C(=O)c4ccccc4O)cc(Cl)c3nc2c1	0.2	i	3	7	-0.1	1	1	32	-3	1.3
Cc1ccc(NC(=O)Nc2ccc3c(c2)CCC3)c(C)c1	0.0	i	-3	4	-1.1	6	4	-8	2	-0.7
Cc1ccc(C(=O)Oc2coc(CSc3nnc(NC(=O)c4cccs4)s3)cc2=O)cc1C	0.5	i	1	10	2.2	20	58*	31	13	0.8
CC(C)COc1cc(=O)[nH]c(SCC(C)C)n1	-0.3	i	-3	2	1.5	3	-2	0	-1	-0.5
COc1ccccc1C(=O)NC(CCSC)C(=O)NCCCn1nc(C)cc1C (configuration not stated)	-0.5	i	-1	2	-1.0	3	-3	2	7	-1.6
CC1(C)CC2CC(C)(CN2C(=O)COC(=O)Cn2[nH]c(=O)c3ccccc3c2=O)C1 (configuration not stated)	0.6	i	2	-1	0.4	-1	-1	0	0	0.5
CSCCC(N=C1NS(=O)(=O)c2ccccc21)C(=O)NCc1ccccc1F (configuration not stated)	-0.4	i	-3	2	-1.0	1	3	-6	2	0.2
CC(=O)c1c(C)[nH]c(C(=O)OCC(=O)NCCCc2ccccc2)c1C	-0.5	i	0	1	-1.2	0	-7	-6	3	-0.9
N#Cc1nc(Cc2ccccc2)oc1N1CCC(C(N)=O)CC1	-1.1	i	1	-4	-1.8	-1	-2	3	-4	-0.2
CCNc1cc(=O)n(C)c(=O)n1C	-0.2	i	-2	-1	1.6	2	1	-2	-3	1.1
CNc1nc(-c2ccc3c(c2)CCN3S(=O)(=O)c2ccccc2)c(C)s1	-0.3	i	5	4	1.3	-22	10	3	-11	0.9
COc1cc2nc(Nc3cccc(F)c3)nc(N)c2cc1OC	9.1*	i	3	-1	1.9	-1	-15	-9	10	1.2

A few values from the entries so far:
`Cc1ccc(C(=O)Oc2coc(CSc3nnc(NC(=O)c4cccs4)s3)cc2=O)cc1C` in CSN inh → 10
`Cc1nnc(N2C(=O)C(=O)/C(=C(/O)c3ccc4c(c3)OCCO4)C2c2ccc([N+](=O)[O-])cc2)s1` (configuration not stated) in STEP block → 9
`CC1(C)CC2CC(C)(CN2C(=O)COC(=O)Cn2[nH]c(=O)c3ccccc3c2=O)C1` (configuration not stated) in STEP block → 2
`CNc1nc(-c2ccc3c(c2)CCN3S(=O)(=O)c2ccccc2)c(C)s1` in NadD block → 10
`N#Cc1nc(Cc2ccccc2)oc1N1CCC(C(N)=O)CC1` in MsrA inhibitor → -0.2

3 compounds already listed, arranged by length of the SMILES, low to high:
SMILES	Tb MetRS inh	Rpn11 block	STEP block	CSN inh	LMPTP block	DNMT1 block	NadD block	Scp-1 inhibitor	SUMO1 PPI mod	MsrA inhibitor
COc1ccc(OC)c(/C=N/N=C(\N)c2nonc2N)c1	0.3	i	0	0	0.4	-3	1	-14	-10	1.7
CCN(CC(=O)Nc1ccc2c(c1)OCCO2)C(=O)/C=C/c1cccc(Br)c1	-0.3	i	2	-5	0.6	-1	-8	-9	-9	-0.7
CCN(CC)c1ncnc2sc(C(=O)N3CCN(c4ccc(OC)cc4)CC3)c(C)c12	-0.9	i	7	3	-2.5	-1	-7	-1	-1	/
